# PrPC TRFRET = inhibitors of human cell surface prion protein PrPC; TR-FRET read-out; inhibition, % at 13.8 µM; 0.43% of 370,000 active; AID 720596; in the data active = inhibition above about 24%; note: 0% = median of the test wells and 100% = reference compound wells
# CCHF vOTU inh = CCHFV vOTU protease inhibition; 0.55% of 370,000 active; Pep-AMC fluorescence; inhibition, % at 11.5 µM; in the data active = inhibition above about 30%; note: 0% = vehicle wells with enzyme and 100% = no enzyme wells
# Vc quorum ag = induces V. cholerae light production without autoinducers; V. cholerae BH1578 lux reporter, luminescence, 6 h; activation, % at 18.7 µM; 0.16% of 350,000 active; in the data active = activation mostly above about 9.7%, no sharp cut-off; note: not every result past the cut was called active; inactives centre near 0; reference of the scale not given here
# TcdB GH inh = TcdB glycohydrolase inhibition | P18177 | TcdB glycohydrolase enzymatic assay, plate reader | inhibition, % at 9.99 µM | 0.24% of 350,000 active; in the data active = inhibition above about 10%
# Rv3671c protease = inhibitors of M. tuberculosis serine protease Rv3671c. 0.048% of 320,000 active. inhibition, % at 5.96 µM. P9WHR9. AID 2606; in the data active = inhibition above about 38%;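 note: extracellular domain of Rv3671c used as enzyme; 0% = enzyme with DMSO and 100% = no enzyme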
# Target sequence (P9WHR9 whole entry, looked up, the tested form may be a part): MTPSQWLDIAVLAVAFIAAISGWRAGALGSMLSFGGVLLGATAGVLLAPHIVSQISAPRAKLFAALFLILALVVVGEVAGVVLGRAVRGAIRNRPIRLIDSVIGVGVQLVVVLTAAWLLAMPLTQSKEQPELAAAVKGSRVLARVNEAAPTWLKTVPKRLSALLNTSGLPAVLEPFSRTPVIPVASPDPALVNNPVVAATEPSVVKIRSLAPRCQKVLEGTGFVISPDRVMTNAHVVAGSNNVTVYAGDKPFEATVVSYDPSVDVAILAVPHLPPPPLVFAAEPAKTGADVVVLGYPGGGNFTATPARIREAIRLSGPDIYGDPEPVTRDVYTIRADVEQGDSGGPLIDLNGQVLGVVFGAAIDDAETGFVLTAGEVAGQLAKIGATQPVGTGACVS
# Yp Topo-I inh = blocks Yersinia pestis topoisomerase I activity; activity, % at 10 µM; AID 504884; Y. pestis Topo-I cleavage product accumulation, plate reader; 0.064% of 360,000 active; in the data active = activity above about 50%, passing the limit was not always enough; note: inactives centre near 2
# SARS 3CLpro inh = SARS-CoV 3CLpro protease inhibition | P0C6X7 | recombinant SARS-CoV 3CLpro, quenched FRET peptide cleavage | inhibition, % at 6 µM | 0.14% of 290,000 active | AID 1706; in the data active = inhibition above about 12%
# MazEF act = activators of E. coli MazEF toxin-antitoxin RNase; P0AE70; FAM/BHQ RNA-DNA oligo cleavage fluorescence, 5 h; activation, % at 20 µM; 0.32% of 350,000 active; in the data active = activation above about 50%
# Target sequence (P0AE70 whole entry, looked up): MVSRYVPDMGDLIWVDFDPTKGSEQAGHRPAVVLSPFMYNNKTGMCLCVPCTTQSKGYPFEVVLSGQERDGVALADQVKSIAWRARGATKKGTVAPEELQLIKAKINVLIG
# DUSP3 inh = blocks human VHR1 dual specificity phosphatase; AID 1654; recombinant VHR phosphatase, pNPP absorbance; inhibition, % at 13.3 µM; 0.52% of 290,000 active; in the data active = inhibition above about 50%; note: some compounds called inactive have numbers as strong as hits
# Target sequence (P51452 whole entry, looked up): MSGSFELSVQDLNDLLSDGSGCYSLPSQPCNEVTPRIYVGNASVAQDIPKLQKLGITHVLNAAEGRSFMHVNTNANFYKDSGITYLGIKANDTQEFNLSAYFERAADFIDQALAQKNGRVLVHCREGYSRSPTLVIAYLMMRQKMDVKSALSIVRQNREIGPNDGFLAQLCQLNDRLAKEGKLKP
# SSB-PriA inh = inhibitors of Klebsiella pneumoniae PriA binding to SSB C-terminal tail; AlphaScreen SSBct-PriA binding, biotinylated peptide; inhibition, % at 33 µM; 0.6% of 430,000 active; in the data active = inhibition mostly above about 37%, no sharp cut-off; inactive = mostly below about 20%;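 note: plate controls were negative control peptide for no effect and reference peptide for full effect; strong numbers were not always called active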
# The depositor's hits bear a star; i = inactive; x = not tested or not shown. Some of the compounds tested, so the mix of outcomes need not match the whole.
structure,PrPC TRFRET,CCHF vOTU inh,Vc quorum ag,TcdB GH inh,Rv3671c protease,Yp Topo-I inh,SARS 3CLpro inh,MazEF act,DUSP3 inh,SSB-PriA inh
CCCS(=O)(=O)c1nc(S(=O)(=O)c2ccc(C)cc2)c(N2CCC(C)CC2)s1,9,11,-0.3,-1.0,4,27,4,7,2,2
Cc1ccc(-c2nnn(CC(=O)N(CCO)C(C(=O)NC(C)(C)C)c3ccncc3)n2)cc1 (stereo unspecified),x,x,-0.4,0.7,0,4,-3,7,30,13
O=C(NCC1CCN(Cc2ccc(Cl)cc2)CC1)C1CCCN(c2ncnc3c2nc2n3CCCCC2)C1 (stereo unspecified),-9,3,-0.3,-7.4,-2,34,-7,-6,1,-1
COCCCNC(=O)/C(C#N)=C/c1c(N2CCN(c3ccccc3)CC2)nc2c(C)cccn2c1=O,-1,2,i,0.8,4,5,-3,-25,x,-13
CCOC(=O)c1cccc(N2C(=O)C3C4C=CC(CC4)C3C2=O)c1 (stereo unspecified),5,-6,-0.4,0.5,-4,0,-1,5,-2,-5
COc1ccc(-c2nc(CSCC(=O)NCCCN3CCCC3=O)c(C)o2)cc1OC,6,6,-8.5,-1.4,-3,-1,-4,8,2,-10
CN1CCN(c2ccc(S(=O)(=O)N3CCCCC3)cc2NC(=O)/C=C/c2ccc(OC(F)F)cc2)CC1,-17,1,-0.2,0.4,-5,-1,x,-7,x,11
CC(C)CC(=O)Nc1ccc2c(c1)nc(CCN1CCOCC1)n2C,-1,1,i,1.1,-4,-6,-2,5,24,-4
COc1cc(/C=N/S(=O)(=O)c2ccccc2)cc(OC)c1O,-3,15,i,-0.9,-2,-8,-2,8,23,x
COCCn1c(N)c(C(=O)NCC2CCCO2)c2nc3ccccc3nc21 (stereo unspecified),-12,-228,i,x,-191,22,-5,-2,15,14
CCCOc1ccc(-c2cc(C(=O)NCC3CCCO3)c3ccccc3n2)cc1 (stereo unspecified),5,-22,i,1.1,-6,10,3,2,15,-15
N#CC(C#N)=c1ccc2c(c1)N1C3=C(CCCC3)CC3CCCCC31N=2 (stereo unspecified),-6,7,-0.3,x,0,8,2,11,-4,38
Cc1c(NC(=O)CN2CCC(C(N)=O)CC2)cccc1[N+](=O)[O-],-4,7,-0.4,0.8,3,2,2,4,22,-12
O=C(Nc1ccc(S(=O)(=O)Nc2cnc3ccccc3n2)cc1)c1ccc(F)cc1,6,6,-0.5,-5.1,-12,9,x,1,x,-5
O=C(Nc1nnc(C2=COCCO2)o1)c1ccc(Cl)cc1,6,-7,-0.4,0.0,15,2,6,-10,-1,-16
COCCNC(=O)c1onc(CSc2ccc(C)c(C)c2)c1C(=O)O,5,-7,-5.0,-1.0,-6,-6,2,-1,12,-4
COc1ccc(C(=O)Oc2ccc(=O)n(-c3ccccc3)n2)cc1,-1,-3,i,x,6,-5,-1,4,10,-16
CCCCCCNc1c([N+](=O)[O-])c(=O)sc2ccccc12,11,2,i,-0.4,-3,2,4,-4,6,4
Cc1nn(-c2ccccc2)c(Cl)c1C(=O)NCCCCNC(=O)c1c(C)nn(-c2ccccc2)c1Cl,-3,27,i,x,-5,26,3,1,-6,0
COc1ccc(CNC(=O)CCC(=O)N2CCN(S(=O)(=O)c3cc([N+](=O)[O-])ccc3C)CC2)cc1,-15,15,i,-1.8,x,4,x,-5,x,9
CCCS(=O)(=O)NC(=O)C1(C)CCN(C(=O)c2cccc(OC(F)(F)F)c2)C1 (stereo unspecified),-6,11,i,0.7,x,-3,x,x,x,x
Cc1ccc(S(=O)(=O)N2[C@@H](c3ccccc3)C(C(=O)O)=CC[C@H]2c2ccc(Cl)cc2)cc1,8,29,-0.3,-1.5,-13,25,x,0,x,8
CCOc1nc(-c2ccc(OC)cc2)ccc1-c1noc(C)n1,3,-23,i,x,-9,-2,-7,-4,-24,-12
Cc1c(Nc2ncnc3c2cnn3-c2ccccc2)c(=O)n(-c2ccccc2)n1C,-1,2,-0.3,x,3,-5,-1,-4,-5,-16
Cc1ccc(C)c(S(=O)(=O)N2CC(=O)Nc3ccccc32)c1,3,-6,-0.3,x,-6,4,3,1,-12,-8
COc1ccc(NC(=O)CN2CCN(c3ccccc3C)CC2)cc1,1,-5,-1.4,-0.1,-3,-4,-5,6,6,-7
Cc1nn(Cc2ccc(Cl)cc2)c(C)c1NC(=O)CCCn1nc(C)c([N+](=O)[O-])c1C,10,2,3.4,x,-2,6,0,-2,2,-5
CCCn1c2ccccc2c2nnc(SC(CC)C(=O)Nc3cc(C)on3)nc21 (stereo unspecified),-3,-1,-0.2,x,-4,20,-4,5,0,-18
O=C(CN1CCN(c2ccccc2)CC1)Nc1c(C(=O)C2CC2)oc2ccccc12,-4,6,i,x,-1,-2,0,-16,26,3
Cc1cc(C)c(S(=O)(=O)N2CCOC2CNC(=O)C(=O)NCCCn2ccnc2)c(C)c1 (stereo unspecified),-6,3,-0.3,0.4,3,1,2,6,5,50*

# The list continues.
structure,PrPC TRFRET,CCHF vOTU inh,Vc quorum ag,TcdB GH inh,Rv3671c protease,Yp Topo-I inh,SARS 3CLpro inh,MazEF act,DUSP3 inh,SSB-PriA inh
COc1ccc(CCNC(=O)COC(=O)c2ccc(OC)cc2OC)cc1,-8,0,-0.3,1.6,x,-9,x,4,x,-13
Cc1ccc(S(=O)(=O)CCC(=O)Nc2nc3c(s2)CCCC3)cc1,4,-5,-17,x,1,3,3,-3,32,2
CCCOc1ccc(Cl)cc1/C=C1/C(=O)ON=C1C,-3,2,-0.7,0.2,6,-5,5,-1,-42,2
COc1ccc(NC(=O)c2cc(S(=O)(=O)N3CCCC3)cn2C)cc1Cl,4,6,-0.2,0.2,0,0,-2,-1,13,4
CCN(CC)CC(C)(C)COC(=O)c1oc2ccccc2c1C,-7,-3,-0.3,1.1,-6,6,1,6,33,-8
c1ccc(CCCCN2C(Nc3ccccc3)=NC[C@@H]2Cc2ccccc2)cc1,-12,16,i,1.2,0,22,x,18,x,6
Cc1ccc(CNC(=O)c2nnn(CC(=O)Nc3cccc(C)c3C)c2N)cc1,4,-1,-0.4,0.4,-2,-4,3,-28,3,-2
CC(C)CN1CCCC(N2CCN(c3cccc(Cl)c3)CC2)C1 (stereo unspecified),1,3,-1.0,-0.1,-3,1,-7,5,30,-11
CC(C)C(=O)N(Nc1nc2ccccc2s1)C(=O)C(C)C,-2,3,i,-0.2,-5,-4,5,-1,30,-10
COc1cc(Cl)c(C)cc1NC(=O)CN1CCN(C(=O)C2CC2)CC1,x,x,-5.6,x,0,17,x,3,x,-3
CCCS(=O)(=O)NC(=O)C1(C)CCN(C(=O)COc2ccccc2)C1 (stereo unspecified),-4,0,i,0.3,x,-3,x,x,x,x
CN(CCO)C(=O)c1nc[nH]c1C(=O)N1CCN(C(=O)OC(C)(C)C)CC1,-4,-1,-0.4,0.4,x,1,x,4,x,x
Cc1onc(-c2ccc(Cl)cc2)c1-c1ccnc(SCC(=O)Nc2ccc(C(C)C)cc2)n1,-2,3,i,1.0,-15,6,-4,0,37,0
COC(=O)c1ccc(C2=NOC(C)(c3sc(-c4ccccc4)nc3C)C2)cc1 (stereo unspecified),-2,3,i,0.1,-3,22,x,3,15,-1
CC(=O)NC(Cc1cc(C)ccc1C)C(=O)N1CCN(C(=O)c2ccccc2Br)CC1 (stereo unspecified),1,-3,-0.1,x,-7,3,-8,-25,-4,-9
CC(=NO)C1CCC2C3CCC4CC(=NO)CCC4(C)C3C(C)(O)CC12C (stereo unspecified),9,-15,i,-0.5,x,5,x,21,x,-4
Cc1nc2sc3c(c2c(=O)o1)CC(C)(C)OC3,0,2,0.5,x,1,0,-1,4,-2,-9
CCOC(=O)N1CCN(C(=O)c2cccn3c(=O)c4sccc4nc23)CC1,-14,-106,i,x,0,-3,1,6,-5,-12
O=C(NC(=S)Nn1cnnc1)c1ccccc1,5,2,i,-0.2,-1,0,x,4,x,3
CC1Cc2ccccc2N1C(=O)CSc1nc2ccccc2o1 (stereo unspecified),2,-3,i,x,-9,0,7,-2,18,-30
O=C(c1ccc(=O)[nH]c1)N(Cc1cccs1)C1(C(=O)NC2CCCC2)CCCCC1,1,7,i,x,-2,3,-7,11,1,-8
COc1ccc(CNC(=O)COC(=O)c2c(C)nn(-c3ccccc3)c2C)cc1OC,-2,-1,-1.0,-1.1,x,10,x,1,x,3
C=CCNC(=S)NNC(=O)c1ccc(C)c(Cl)c1,8,5,-0.2,-1.8,-4,2,1,1,-3,-10
COc1cccc(C(=O)N(Cc2ccccc2)Cc2cc3cc4c(cc3[nH]c2=O)OCCO4)c1,-4,-15,i,x,-16,1,3,-12,21,-6
CC(=O)Nc1cccc(-c2ccnc3c2CC(C(=O)NCCc2ccccc2)O3)c1 (stereo unspecified),0,3,-0.3,1.9,x,-2,x,x,x,x
O=C(Nc1nnc(-c2cccnc2)o1)c1cccc(Cl)c1,-1,3,i,1.3,-3,-7,6,-1,22,-4
CC(C)C[C@@H](CN)NC(=O)c1nc[nH]c1C(=O)N[C@@H](Cc1c[nH]c2ccccc12)C(=O)CNC[C@H](C)NC(=O)c1nc[nH]c1C(=O)N[C@@H](C)C(=O)O,-4,-1,i,0.3,x,0,x,8,x,-4
N#CC(CCc1ccccn1)c1ccccc1 (stereo unspecified),-1,6,i,-0.6,x,12,x,3,x,-8
COc1ccc(S(=O)(=O)N2CCCOC2CNC(=O)C(=O)NCc2ccccc2F)cc1C (stereo unspecified),6,10,-1.7,0.2,0,-2,4,6,26,-8
O=C(C1CCCN(S(=O)(=O)c2cnc[nH]2)C1)N1CCN(Cc2ccccc2)CC1 (stereo unspecified),x,x,-0.2,x,-2,5,2,12,34,-6

# Other results
structure,PrPC TRFRET,CCHF vOTU inh,Vc quorum ag,TcdB GH inh,Rv3671c protease,Yp Topo-I inh,SARS 3CLpro inh,MazEF act,DUSP3 inh,SSB-PriA inh
CCN(CC)S(=O)(=O)c1ccc(N/N=C(\C)c2cccnc2)nc1,9,6,i,2.2,8,0,1,0,-7,x
COc1ccc(/C=C(\NC(=O)c2ccco2)C(=O)N2CCOCC2)cc1,1,-4,-0.2,-0.4,-5,5,-5,8,17,-7
Cc1cc(Br)ccc1SCC(=O)OCC(O)=C(C#N)c1nc2ccccc2[nH]1,-2,7,i,-0.9,x,-7,x,10,x,x
Nc1nc2ccc(C(=O)NC3CCCCC3)cc2s1,2,-10,i,x,-5,1,3,4,-2,-6
O=C(N/N=C1/CCSC1)c1cc(Br)ccc1O,-1,4,-0.1,-0.8,-1,4,-1,6,38,x
Fc1ccccc1C1c2[nH]c3ccccc3c2CCN1Cc1cccn1-c1ncccn1 (stereo unspecified),-1,-8,-0.3,1.1,0,-3,-3,0,32,37
Cc1cc(NC(=O)c2ccccc2Cl)c(C(C)C)cc1O,3,-1,-0.4,x,1,-2,-9,8,27,-1
O=S(=O)(Nc1n[nH]c(C(F)(F)F)n1)c1ccccc1,4,-1,i,0.8,2,-2,7,0,13,-8
O=C(CN1CCN(CC(=O)Nc2cccc(F)c2)CC1)NCC1(N2CCOCC2)CCCCC1,-4,-2,-0.5,0.9,-7,9,x,-1,x,5

# 4 entries from above, with values under each structure.
# The line under a structure holds: PrPC TRFRET	CCHF vOTU inh	Vc quorum ag	TcdB GH inh	Rv3671c protease	Yp Topo-I inh	SARS 3CLpro inh	MazEF act	DUSP3 inh	SSB-PriA inh
Cc1cc(Br)ccc1SCC(=O)OCC(O)=C(C#N)c1nc2ccccc2[nH]1
→ -2	7	i	-0.9	x	-7	x	10	x	x
Fc1ccccc1C1c2[nH]c3ccccc3c2CCN1Cc1cccn1-c1ncccn1 (stereo unspecified)
→ -1	-8	-0.3	1.1	0	-3	-3	0	32	37
Nc1nc2ccc(C(=O)NC3CCCCC3)cc2s1
→ 2	-10	i	x	-5	1	3	4	-2	-6
CCN(CC)S(=O)(=O)c1ccc(N/N=C(\C)c2cccnc2)nc1
→ 9	6	i	2.2	8	0	1	0	-7	x

# Source: PubChem (several laboratories)
